Screening data as filed in PubChem.
pPAFAH inh = pPAFAH (human) enzyme inhibition; recombinant pPAFAH, FP-rhodamine probe fluorescence polarization; inhibition, % at 3.39 µM; actives 1.5% (n = 330,000); AID 463082;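 active = inhibition above the mean inhibition across the screen plus 3 SD, cut at about 25% in these data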;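 note: inhibitors block binding of the rhodamine activity-based probe so polarization drops; 0% = enzyme with DMSO and 100% = wells lacking pPAFAH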
Target sequence (Q13093 whole entry, looked up): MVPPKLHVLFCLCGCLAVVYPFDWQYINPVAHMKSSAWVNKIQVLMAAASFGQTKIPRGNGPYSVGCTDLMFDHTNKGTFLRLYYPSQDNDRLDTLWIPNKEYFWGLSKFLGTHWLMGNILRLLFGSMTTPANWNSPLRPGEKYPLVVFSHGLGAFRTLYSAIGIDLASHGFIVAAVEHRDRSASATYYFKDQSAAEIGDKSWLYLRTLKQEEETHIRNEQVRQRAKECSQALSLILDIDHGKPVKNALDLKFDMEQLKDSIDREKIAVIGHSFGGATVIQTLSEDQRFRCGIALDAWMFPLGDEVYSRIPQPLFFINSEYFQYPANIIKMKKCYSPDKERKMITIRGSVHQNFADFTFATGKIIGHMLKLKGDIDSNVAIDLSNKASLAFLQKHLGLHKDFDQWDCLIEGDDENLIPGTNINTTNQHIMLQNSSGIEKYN
GSTO1 inh = counter-screen for RBBP9 inhibitors: inhibitors of human GSTO1 | P78417 | recombinant GSTO1, activity-based probe fluorescence polarization | inhibition, % at 5.96 µM | actives 1.1% (n = 300,000);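 active = inhibition above the campaign mean inhibition plus 3 SD, cut at about 35% in these data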;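 note: 0% = GSTO1-1 with DMSO and 100% = wells lacking GSTO1-1 enzyme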
PAFAH2 inh = inhibitors of human PAFAH2. recombinant PAFAH2, FP-rhodamine activity probe, fluorescence polarization. inhibition, % at 3.39 µM. actives 0.99% (n = 340,000);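 active = inhibition above the mean over all tested compounds plus 3 SD, cut at about 30% in these data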;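 note: inhibitors block probe labeling of enzyme so polarization drops; 0% = enzyme with DMSO and 100% = wells lacking PAFAH2 protein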
PME-1 primary = PME-1 (human) inhibition; Q9Y570; recombinant PME-1, FP-Rh probe fluorescence polarization; inhibition, % at 5.9 µM; actives 0.53% (n = 320,000); AID 2130;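 active = inhibition above the campaign mean of all compounds plus 3 SD, cut at about 26% in these data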;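 note: competitive labeling of PME-1 active site by serine hydrolase directed probe; 0% = PME-1 with DMSO and 100% = wells lacking PME-1 enzyme; inhibitors block probe labeling so polarization falls and inhibition rises; many of its hits are not listed in these tables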
LYPLA2 counter = LYPLA2 (human) inhibition in PME1 counter-screen. actives 0.38% (n = 320,000). O95372. inhibition, % at 5.9 µM. recombinant LYPLA2, FP-Rh probe fluorescence polarization;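 active = inhibition above the screen-wide mean plus 3 SD, limit set per campaign, cut at about 26% in these data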;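 note: 0% = LYPLA2 with DMSO and 100% = wells lacking LYPLA2 enzyme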
PAD4 FP inh = blocks human protein arginine deiminase 4; recombinant PAD4, RCA probe fluorescence polarization; inhibition, % at 6.36 µM; actives 0.41% (n = 330,000);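 active = percent inhibition above a cutoff equal to the mean of all tested compounds plus 3 SD, cut at about 15% in these data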;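 note: 0% = PAD4 with RCA probe and DMSO and 100% = probe without PAD4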
LYPLA1 counter = LYPLA1 (human) inhibition in PME1 counter-screen. AID 2174. recombinant LYPLA1, FP-Rh probe fluorescence polarization. O75608. inhibition, % at 5.9 µM. actives 0.16% (n = 320,000);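 active = inhibition above the mean of all tested compounds plus 3 SD, set per campaign, cut at about 14% in these data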;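 note: inhibitors block serine hydrolase probe labeling of LYPLA1 so polarization falls; 0% = enzyme with DMSO and 100% = wells lacking LYPLA1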
Target sequence (O75608 whole entry, looked up): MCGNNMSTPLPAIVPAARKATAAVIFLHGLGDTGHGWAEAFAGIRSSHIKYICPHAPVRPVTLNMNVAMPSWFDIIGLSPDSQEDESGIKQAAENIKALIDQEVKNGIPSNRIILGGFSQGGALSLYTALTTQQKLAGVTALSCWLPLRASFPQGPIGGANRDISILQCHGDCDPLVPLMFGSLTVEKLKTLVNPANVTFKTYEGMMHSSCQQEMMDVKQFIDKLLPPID
PAFAH1B3 inh = inhibitors of human PAFAH1B3; Q15102; recombinant PAFAH1B3, FP-rhodamine probe, fluorescence polarization; inhibition, % at 3.39 µM; actives 0.28% (n = 340,000); AID 492972;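 active = inhibition above the screen-wide average of all tested compounds plus 3 SD, cut at about 25% in these data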;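 note: 0% = enzyme with DMSO only and 100% = wells lacking PAFAH1B3 protein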
Target sequence (Q15102 whole entry, looked up): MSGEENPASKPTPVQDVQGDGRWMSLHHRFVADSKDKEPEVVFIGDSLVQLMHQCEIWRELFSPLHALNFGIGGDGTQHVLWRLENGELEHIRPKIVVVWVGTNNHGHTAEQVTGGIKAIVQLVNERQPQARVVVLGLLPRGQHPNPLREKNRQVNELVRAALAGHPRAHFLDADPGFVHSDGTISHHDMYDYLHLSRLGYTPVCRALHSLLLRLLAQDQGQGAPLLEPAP
PAFAH1B2 inh = blocks human PAF acetylhydrolase 1b catalytic subunit 2; P68402; recombinant PAFAH1B2, FP-rhodamine activity probe, fluorescence polarization; inhibition, % at 3.39 µM; actives 1.2% (n = 340,000); AID 492953;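 active = inhibition above the mean of all tested compounds plus 3 SD, cut at about 24% in these data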;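 note: 0% = enzyme with DMSO and 100% = wells lacking PAFAH1B2; many of its hits are not listed in these tables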
The depositor's hits bear a star; . = not tested or not shown. Not all compounds are listed, so the mix of outcomes need not match the whole.

Value order: PME-1 primary, GSTO1 inh, PAFAH1B2 inh, PAFAH1B3 inh, LYPLA1 counter, pPAFAH inh, LYPLA2 counter, PAFAH2 inh, PAD4 FP inh
COc1ccc(CNC(=S)Nc2ccc(F)c(Cl)c2)cc1OC
 : 1, -10, -1, 4, 0, -3, 9, 0, -11
COC(=O)[C@H](CC(C)C)NC(=O)NC1CCCCC1C (some centres not stated)
 : -2, 2, 7, 1, 1, -4, -2, 0, 0
O=C1CC(N2CCN(S(=O)(=O)c3ccccc3)CC2)C(=O)N1c1ccccc1 (configuration not stated)
 : -3, 10, 0, 1, 1, -3, 2, -49, 0
S=C1NC2(CCCCC2)Cc2ccccc21
 : -1, -3, 10, 3, -2, -1, -7, 2, 4
CC(=O)c1c(C)[nH]c(C(=O)NCCCN2CCCC2)c1C
 : -6, 17, -1, 3, -2, 1, 3, -3, 6
CC(C)(C)NC(=O)CN(C(=O)CNC(=O)c1cccs1)c1ccc2c(c1)OCCO2
 : -9, 7, 1, 2, -2, -5, -2, 3, -6
CC1=NN(C(=O)Cn2nc([N+](=O)[O-])cc2C)C(O)(C(F)(F)F)C1 (configuration not stated)
 : 2, 4, 9, -2, 0, -1, -4, 4, 5
Cc1cccc(NC(=O)c2ccc(OCc3c(C)noc3C)cc2)c1C
 : ., ., 6, 4, ., -3, ., 0, -5
CN(C)S(=O)(=O)c1ccc(NC(=O)CSc2ncnc3ccccc23)cc1
 : -4, 2, -3, -5, -3, -1, 3, 2, 13
CN1CC(c2ccccc2)Oc2ccccc2C1=S (configuration not stated)
 : -2, 0, 6, 3, 3, 2, 2, 0, 1
COc1ccc(-c2[nH]ncc2CNCc2cc(C)n(C)n2)c(F)c1
 : 0, 4, -5, 14, 3, 1, 4, -7, 3
FC(F)(F)c1cccc(CNC(=S)Nc2ccccc2)c1
 : 4, 2, -3, -9, 5, -1, 7, -9, 1
O=C(Nc1ccc(-c2noc(CCc3ccccc3)n2)cc1)c1cccnc1
 : -27, -19, -7, -2, -16, -2, -11, -19, -4
COc1cccc(C(=O)CC(=O)C(=O)Nc2cc(OC)c(OC)c(OC)c2)c1
 : -3, -7, ., ., -1, 0, -2, ., 0
Cc1nc2cc(NC(=O)c3ccc(Cl)cc3)ccc2n1C
 : -2, 2, 1, 1, -3, 1, 2, -4, 0
Cc1nc2ccc(NC(=O)c3ccc(=O)[nH]c3)cc2s1
 : -11, -3, 4, 2, 2, -5, -1, 1, -5
CCOC(=O)N/N=C\c1ccc(C)s1
 : 2, 7, 4, -3, 1, 0, 8, -7, -7
O=C(C1CCCO1)N1CCN(S(=O)(=O)c2ccc(Br)cc2)CC1 (configuration not stated)
 : 4, 0, 17, 5, 4, 0, 8, 1, -7
CC(C)[C@H](NC(=O)OCc1ccccc1)C(=O)N[C@@H](Cc1c[nH]c2ccccc12)C(=O)O
 : -3, -6, 12, 5, 2, 6, -1, 7, -1
O=C1NC(=O)/C(=C/c2ccccn2)S1
 : 1, 2, 2, 12, -4, -1, -3, 8, -3
Cc1ccc(NC(=S)N2CCOCC2)cc1
 : -4, 3, 5, 15, 0, 0, 0, 6, 1
COc1ccccc1NC(=O)CCCCCN1C(=O)c2cccc([N+](=O)[O-])c2C1=O
 : 0, -2, 2, -7, -2, 2, -3, 4, 0
O=C(Oc1ccc2ccccc2c1)c1ccco1
 : -4, 9, 14, 13, 3, 2, 7, 4, -4
CCCCOCCCNC(=O)N[C@H](C(=O)OC)C(C)CC (some centres not stated)
 : -2, -8, 0, 2, 1, -3, 1, 1, 4
CS(=O)(=O)c1ccc(Cl)c(NC(=O)c2ccc3ccccc3c2)c1
 : -7, 0, -4, -7, -1, 2, 0, -1, -1
COc1ccc(-c2cc(-c3c(O)c(OC)c4occc4c3OC)[nH]n2)cc1OC
 : 31*, 10, 4, 10, -9, 34*, 1, 17, -8
COc1cc(-c2noc(C)c2C(=O)NCCCN2CCOCC2)cc(OC)c1OC
 : ., ., 4, 7, ., -3, ., 10, -8
Cc1c(NC(=S)N/N=C/C=C/c2ccc([N+](=O)[O-])cc2)c(=O)n(-c2ccccc2)n1C
 : -7, 8, -2, -6, -2, 9, 1, 0, -3
O=C(Oc1cccnc1)c1ccc([N+](=O)[O-])cc1
 : -8, 2, 0, -6, -1, 0, 6, -14, -3
CCOc1ccc(NC(=S)Nc2ccc3nsnc3c2)cc1
 : 52*, 87*, 34*, 54*, 66*, 18, 90*, 52*, 76*
C/C(N)=C(/C#N)C(=O)CSc1nnc(-c2ccccc2)n1C
 : -1, 6, -1, -1, -1, 0, 3, -2, 2
CN(c1cccc(Cl)c1)S(=O)(=O)c1cccc(C(=O)NCc2ccncc2)c1
 : 5, ., 6, 11, -2, 0, -6, 4, -2
O=C1CCCN1CCCNC(=S)Nc1ccc(Nc2ccccc2)cc1
 : -5, 3, 0, 8, 2, 4, 4, 5, 11
Cc1ccc(N(CC(O)CN2CCCCC2)S(=O)(=O)c2ccccc2)cc1 (configuration not stated)
 : -5, -2, 12, 5, 0, 4, 1, 2, -1
CC(O)C(NS(=O)(=O)c1ccc(Cl)cc1)C(=O)OCc1cc([N+](=O)[O-])cc2c1OCOC2 (configuration not stated)
 : 2, -13, 14, 17, 4, 5, -1, -1, 0
O=C(CN1C(=O)C2C3CC(C(Br)C3Br)C2C1=O)Nc1ccc(C(=O)O)cc1 (configuration not stated)
 : -2, -1, 12, 2, 0, -1, -6, 1, -1
Fc1ccc2nc3[nH]c4ccccc4c3nc2c1
 : -14, -5, 0, 14, 3, -12, -1, 7, -4
COc1ccc(C(=O)OCC(=O)Nc2ccc([N+](=O)[O-])cc2OC)c(O)c1
 : 3, 7, -8, -17, -2, 6, 5, -14, 0
O=C(CCN1C(=O)/C(=C\c2cccs2)SC1=S)Nc1nccs1
 : -9, 1, -14, -30, -4, -2, -11, -27, -9
O=C(COC(=O)c1cc2ccccc2cc1O)Nc1cccnc1Cl
 : 1, 1, 3, 1, 2, 1, -1, 2, -1
COc1ccc(C(=O)N/N=C/c2ccccn2)cc1OC
 : 2, 12, 3, 11, -1, -5, 0, 3, -8
CCN(c1ccccc1)S(=O)(=O)c1ccc(Cl)c(NC(=O)CSc2nncn2C)c1
 : 7, 5, 1, 8, 2, 5, 13, -4, -2
CC1CCCCC1NCC(=O)NCc1ccc(F)cc1 (configuration not stated)
 : 0, -3, 3, 8, 2, 0, -1, -4, -1
CN1CCN(c2ccc(C(=O)NC3CCCCC3)cc2[N+](=O)[O-])CC1
 : -1, 5, 4, 9, -4, 5, -6, 10, 1
O=C(NC1=NCCS1)c1ccc(F)c(S(=O)(=O)N2CCOCC2)c1
 : ., ., 0, 6, ., 0, ., 2, -4
O=C(O)c1ccc(N/N=C/c2ccc3nccnc3c2)cc1
 : -9, 3, -2, 6, -2, 12, 4, 2, -2
CCOc1ccc(Oc2nc(C)cc(OC)n2)nn1
 : 0, 1, 4, 3, -3, 2, 11, -1, 0
O=c1cc(-c2ccc(Cl)cc2)[nH][nH]1
 : 10, 49*, 2, 9, 5, 5, 4, -11, 60*
COc1cccc(NC(=O)CN2C(=O)NC(CCc3ccccc3)C2=O)c1 (configuration not stated)
 : 7, ., 3, 7, 3, -1, 9, -1, 2
COCCCn1c(=O)c2sccc2n2c(CCCC(=O)NCc3ccccc3)nnc12
 : 0, -2, 1, -4, -2, 5, -2, -2, -3
CC(C)Cc1nc2n[nH]c(N)c2c2c1CCC2
 : 0, 6, 2, -1, 2, 0, 8, 1, -2
O=C(COC(=O)c1cccc(O)c1)NCc1ccc2c(c1)OCO2
 : 3, 3, 7, -1, 6, 1, 2, -3, -2
O=C1c2cccc(OCc3ccc(F)cc3)c2CCN1Cc1ccccc1
 : -5, -4, 1, -1, -6, 5, 5, 6, 2
Cc1ccc(S(=O)(=O)c2nc(S(C)(=O)=O)sc2N2CCC(C)CC2)cc1
 : -2, -9, 8, -2, -3, -3, 1, 8, 1
CC(=O)N(C(C)=O)n1c(C)nc2sc3c(c2c1=O)CCCC3
 : 5, 8, -1, 1, 1, 5, 3, 5, 3
CC1CC(C)CN(C(=O)CN2C(=O)NC3(CCCCCCC3)C2=O)C1 (configuration not stated)
 : 4, ., 18, 3, 3, -1, 0, -2, 0
COCO/C=C(\NC(C)=O)c1ccccc1
 : -3, ., 6, 6, -5, 0, 0, 4, 0
COc1ccc(Cl)cc1C(=O)NCc1cn(C)nc1C
 : -2, -1, 6, 2, -5, -4, 0, 2, -1
CCCN1C(=O)/C(=C/c2ccco2)SC1=Nc1ccc(OC)cc1
 : -3, 1, 4, 3, -3, 8, 1, 1, -8
O=C1OC(c2ccccc2)/C(=C(/O)c2ccc(Cl)cc2)C1=O (configuration not stated)
 : -1, -6, 10, 2, -4, 6, -4, -6, 2

Later entries.
Value order: PME-1 primary, GSTO1 inh, PAFAH1B2 inh, PAFAH1B3 inh, LYPLA1 counter, pPAFAH inh, LYPLA2 counter, PAFAH2 inh, PAD4 FP inh
Cc1onc(-c2ccccc2Cl)c1C(=O)Oc1cc(N)n(S(=O)(=O)c2ccc(F)cc2)n1
 : 6, -3, 36*, 11, -4, 6, -4, 4, 2
C=CCNC(=O)c1ccccc1NC(=O)C1CCN(S(=O)(=O)c2ccc(SC)cc2)CC1
 : 3, 3, 1, 0, 0, -1, -2, 12, 1
O=C(N[C@@H]1C/C=C\C[C@H](CC(=O)N(CCO)Cc2ccccc2)C(=O)N[C@@H](Cc2ccccc2)COC1=O)OCC1c2ccccc2-c2ccccc21
 : ., ., 0, -7, ., 20, ., -5, 4
C=CCN1C(=O)C(CC(=O)Nc2ccc(C)cc2)SC1=Nc1c(C)n(C)n(-c2ccccc2)c1=O (configuration not stated)
 : -3, 5, -5, 5, 0, 4, 3, 0, -1
CCOC(=O)Cc1csc(NC(=O)CSc2nnc(C(C)C)n2CC)n1
 : -9, 3, 4, 5, -2, 2, -2, -6, 3
O=C(Nc1ccc2[nH]c(=S)sc2c1)Nc1ccccc1F
 : 78*, 2, 7, 18, -6, 14, -2, 18, -4
CCCN1CCN(C(=O)c2c(Cl)cnn2C)CC1
 : 1, -1, -3, 0, 1, 2, 3, 1, 1
Cc1cccc(-n2c(SCCC(=O)O)nnc2-c2cccs2)c1C
 : 5, 11, 5, -2, -1, 2, 0, 2, -6
